# Compound activity from PubChem BioAssay.
# CXCR6 inh = CXCR6 receptor inhibitors, primary screen, cell-based, beta-arrestin, luminescence, CHO-K1 PathHunter, 1536-well. C-X-C chemokine receptor type 6 (Homo sapiens), O00574. inhibition, % at 20 µM. actives 0.36% (n = 360,000). AID 602244, 2012; in the data active = inhibition above about 34%, passing the limit was not always enough;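 also: antagonist mode with CXCL16 agonist at 10 nM final; 0% = 10 nM CXCL16 with DMSO and 100% = unstimulated wells without agonist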
# Target sequence (O00574 whole entry, looked up): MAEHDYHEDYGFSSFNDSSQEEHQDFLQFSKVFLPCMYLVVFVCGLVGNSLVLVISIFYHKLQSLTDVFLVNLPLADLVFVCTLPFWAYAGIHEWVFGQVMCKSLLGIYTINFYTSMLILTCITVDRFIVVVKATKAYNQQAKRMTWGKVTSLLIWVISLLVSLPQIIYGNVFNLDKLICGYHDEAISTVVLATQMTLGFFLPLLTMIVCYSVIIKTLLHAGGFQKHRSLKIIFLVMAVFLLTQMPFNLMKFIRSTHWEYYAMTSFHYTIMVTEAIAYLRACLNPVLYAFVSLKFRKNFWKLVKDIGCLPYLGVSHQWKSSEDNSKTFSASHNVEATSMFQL
# CCR6 antagonist = CCR6 receptor antagonists, primary screen, cell-based, CHO-K1, luminescence, beta-arrestin, uHTS; C-C chemokine receptor type 6 (Homo sapiens), P51684; CHO-K1 CCR6 PathHunter beta-arrestin, CCL20-stimulated; inhibition, % at 20 µM; actives 0.49% (n = 340,000); AID 493098, 2011;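 active = compounds whose inhibition of the agonist-driven luminescence signal at 20 µM reaches about 50%, limit read from the data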;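 also: cells stimulated with CCL20 at 14 nM final; plate controls were DMSO with CCL20 for no effect and DMSO without agonist for full effect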
# Target sequence (P51684 whole entry, looked up): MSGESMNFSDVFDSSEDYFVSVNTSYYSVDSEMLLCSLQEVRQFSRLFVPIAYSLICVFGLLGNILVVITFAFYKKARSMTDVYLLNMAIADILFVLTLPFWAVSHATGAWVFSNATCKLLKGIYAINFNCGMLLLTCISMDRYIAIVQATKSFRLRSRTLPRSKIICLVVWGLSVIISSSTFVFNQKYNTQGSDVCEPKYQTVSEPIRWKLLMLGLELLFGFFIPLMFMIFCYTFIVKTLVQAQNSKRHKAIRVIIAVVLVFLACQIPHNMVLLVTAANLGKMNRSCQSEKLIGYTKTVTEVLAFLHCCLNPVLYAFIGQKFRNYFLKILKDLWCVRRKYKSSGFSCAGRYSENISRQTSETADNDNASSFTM
# Jurkat NFkB inh = inhibitors of induced NF-kB luciferase reporter, primary screen, TCR NF-kB activation inhibitor project, cell-based, luminescence, uHTS. Jurkat, PMA/ionomycin-induced NF-kB luciferase reporter. inhibition, % at 4 µM. actives 0.53% (n = 330,000). AID 435003, 2010; in the data active = inhibition above about 50%
# Gli-Sufu antag = Gli-Sufu pathway antagonists, primary screen, luciferase luminescence, Sufu-KO-LIGHT cells, uHTS | Sufu-KO-LIGHT fibroblasts, Gli luciferase reporter luminescence | inhibition, % at 5 µM | actives 0.74% (n = 340,000);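 active = inhibition above about 55%, limit read from the data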;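 also: 0% = DMSO-treated cells and 100% = wells with medium but no cells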
# Mdm2 MdmX PPI = inhibitors of human Mdm2-MdmX association, primary screen, cell-based, luminescence, split luciferase, SaOS-2, uHTS; actives 3% (n = 330,000); inhibition, % at 8 µM; SaOS-2 split-luciferase Mdm2/MdmX complementation; AID 485346, 2010;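 active = inhibition of at least 50% at 8 µM in the primary screen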
# CHOP UPR activ = activators of apoptotic CHOP UPR arm, primary screen, cell-based, CHO-CHOP luciferase reporter, luminescence, uHTS. UPR activation; percent of tunicamycin response over DMSO baseline. activation, % at 10 µM. actives 0.34% (n = 330,000). AID 449763, 2010;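 active = at 10 µM dose, activation of 40% or more, normalized to positive control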;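 also: 100% = tunicamycin at 10 µg/mL and 0% = DMSO alone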
#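 Test system: CHO-CHOP cells, stable luciferase reporter of PERK-eIF2a-CHOP signalling | Quantity: 500 CHO-CHOP cells per well | Buffer or medium: F12 plus 10% serum | Compound dosing: 10 µM single point, 0.5% DMSO | Schedule: 6 h compound treatment, 37 °C | Signal: Luciferase luminescence | Control set: Tunicamycin high control, DMSO low control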
# EBI2 antag = EBI2 receptor antagonists, beta-arrestin recruitment, primary screen, cell-based, luminescence, 7a,25-OHC stimulation, uHTS | 7a,25-OHC stimulated | inhibition, % at 5 µM | actives 0.81% (n = 360,000); in the data active = inhibition above about 38%;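 also: enzyme fragment complementation signal reports receptor beta-arrestin coupling in cells; 0% = agonist plus DMSO wells and 100% = wells without agonist; some results beyond the cut were filed as inactive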
# Target sequence (P32249 whole entry, looked up, the tested form may be a part): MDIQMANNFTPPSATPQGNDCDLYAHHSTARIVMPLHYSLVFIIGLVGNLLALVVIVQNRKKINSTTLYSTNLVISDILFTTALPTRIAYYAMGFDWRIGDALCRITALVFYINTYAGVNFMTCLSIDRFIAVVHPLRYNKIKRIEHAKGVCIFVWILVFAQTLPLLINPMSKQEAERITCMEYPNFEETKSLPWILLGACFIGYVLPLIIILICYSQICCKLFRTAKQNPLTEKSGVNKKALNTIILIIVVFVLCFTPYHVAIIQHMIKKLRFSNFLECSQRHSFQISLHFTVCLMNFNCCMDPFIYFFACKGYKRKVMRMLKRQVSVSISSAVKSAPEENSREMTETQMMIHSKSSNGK
# 697 NFkB inh = inhibitors of PMA/ionomycin-induced NF-kB reporter, 697 cells, primary screen, B-cell NF-kB inhibitor project, cell-based, luminescence, uHTS. 697 B-cell NF-kB luciferase reporter, 16 h. inhibition, % at 4 µM. actives 0.33% (n = 330,000); in the data active = inhibition above about 35%
# XBP1 UPR activ = activators of adaptive XBP1 UPR arm, primary screen, cell-based, CHO-XBP1 luciferase reporter, luminescence, uHTS | IRE1-XBP1 UPR activation; percent of tunicamycin response, DMSO as zero | AID 463104, 2010 | actives 0.33% (n = 330,000) | activation, % at 20 µM;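 active = versus positive control, 20 µM dose yields 30% or more activation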;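 also: 100% = tunicamycin at 10 µg/mL and 0% = DMSO only wells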
#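 Material: CHO cell line with stable XBP1 luciferase reporter; schedule: 16-18 h cell attachment at 37 °C, then 6 h compound exposure; signal: glow luminescence from Steady-Glo reagent; medium: serum-containing F12 medium, 10% FBS; benchmarks: tunicamycin 10 µg/mL and vehicle-only wells; read-out: percent activation relative to tunicamycin reference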
# * marks the source's active call; other numbers are inactive results; i = inactive; x = no result given; & = joins results of further samples.
SMILES,CXCR6 inh,CCR6 antagonist,Jurkat NFkB inh,Gli-Sufu antag,Mdm2 MdmX PPI,CHOP UPR activ,EBI2 antag,697 NFkB inh,XBP1 UPR activ
COc1ccc(OC)c2c1sc(=NC(=O)C1CCCCC1)n2C,-17,16,3,5,-24,0.3,2,0,2
COc1ccc(/C=C2\NC(=S)N(CC3CCCO3)C2=O)c(OC)c1C (stereo unspecified),6,13,17,12,3,1.1,15,13,-1
CC(C)(C)N(Cc1ccccc1)C(=O)c1ccc(Cl)cc1[N+](=O)[O-],-1,9,-11,-6,10,2.1,7,-6,1
Clc1ccc(-c2[nH]ncc2N=Nc2ccccc2)cc1,7,11,-2,4,39,2.4,12,-16,4
C=CCn1c(=O)/c(=C/c2ccc(Cl)cc2)s/c1=C(/C#N)c1nnc2n1CCCCC2,12,24,5,6,37,0.9,20,4,2
CC1OC(Nc2ccc(N=Nc3ccccc3)cc2)C(O)C(O)C1O (stereo unspecified),0,30,-38,-39,-49,3.5,2,-67,2
S=C(Nc1ccc(Cl)cc1Cl)Nc1ccccc1Oc1ccccc1,10,6,-1,-92,18,-4.0,0,0,1
CN(CC(=O)Nc1ccccc1Br)CC(=O)Nc1ccccc1-c1ccccc1,1,11,0,-8,5,-0.9,11,1,0
CC1(C)CC2CC(C)(CN2C(=O)COC(=O)c2ccc(Cl)cc2N)C1 (stereo unspecified),9,8,4,-4,7,-3.3,17,-2,-2
CC1Oc2ccccc2C=C1/C=N/NC(=O)c1ccccc1O (stereo unspecified),5,7,-10,33,-62,4.7,8,-42,2
CC(=O)N/N=C\c1cccc(OC/C=C/c2ccccc2)c1,-7,-7,-17,x,-41,4.2,2,-71,-1
COc1ccccc1C(=O)NC(C)c1ccc(-n2ccnc2)cc1 (stereo unspecified),-12,-10,6,7,16,0.0,-1,-10,-3
COC(=O)C1CCN(Cc2c(C(=O)N3C[C@@H](C)O[C@@H](C)C3)nc3ccc(Cl)cn23)CC1,7,5,-3,-4,4,0.1,-14,-23,-2
COC(=O)C1=C(C)NC(C)=C(C(=O)OC)C1C(=O)OCC(=O)N1c2ccccc2CC1C (stereo unspecified),5&3,10&-2,5,-3&4,-4,-0.3,-5&1,-5,-1
Cc1cc(C)c2c(n1)SCC(=O)N2CC(=O)Nc1ccc(Br)c(C)c1,2,-10,9,-4,17,4.4,13,-13,-4
COc1ccc(OCC(=O)NC(=S)Nc2ccccc2F)cc1,17,20,-8,-8,-8,-2.6,-7,-12,1
O=[N+]([O-])c1ccc(/C=[N+](\[O-])[C@@H]2CCCC[C@@H]2/[N+]([O-])=C/c2ccc([N+](=O)[O-])o2)o1,-5,-4,9,76*,3,6.7,-6,17,-2
Cc1[nH]nc(N)c1-c1ccccc1,-5,-6,17,-21,22,0.7,-7,5,1
CCOc1ccc2c(c1)/C(=C(\C(Cl)=C(Cl)Cl)[N+](=O)[O-])N2,-3,12,15,0,15,-0.6,-12,-10,-2
O=C1CC(N2CCCN(C3CC(=O)N(c4ccc(F)cc4)C3=O)CC2)C(=O)N1c1ccc(F)cc1 (stereo unspecified),-3,-8,-11,4,23,-2.3,-5,10,-1
Nc1nc(COc2ccccc2)cs1,59*,-13,-18,-10,-44,1.3,-11,-7,1
Cc1cccc(-n2c(CNC(=O)Cc3ccccc3)n[nH]c2=S)c1,-8,-15,-3,2,12,-1.3,-4,12,-2
CCNc1nc2[nH]c(=O)c3c(c2s1)OC(N)=C(C#N)C3c1ccc(C)cc1 (stereo unspecified),10,-8,4,0,3,0.4,-6,-16,-2
CC1CCN(C(=O)CNC(=O)CNS(=O)(=O)c2ccccc2)CC1,-8,4,-15,6,18,-0.5,-5,9,-5
COc1ccc(C(=O)OCC(=O)NC2CCCC2)c(OC)c1,-7,9,-23,-1,20,-0.8,-2,-12,1
COCCN1CCn2c(nc3cc(NC(=O)Cn4nc(C)c5ccccc5c4=O)ccc32)C1,2,-1,4,-4,-18,-1.0,1,26,-2
COc1ccc(NC(=S)NCCc2ccc(S(N)(=O)=O)cc2)c(OC)c1,3,17,-1,-1,-18,-0.7,-1,16,-2
CNc1nn(-c2cccc(Cl)c2)nc1N,-20,-5,-55,-28,-26,11,3,-49,9
CCN(c1ccccc1C)S(=O)(=O)c1nnc(NC(=O)c2ccco2)s1,-1,-2,10,4,10,1.4,-7,9,-2
O=C1CCC(C(=O)N2CCN(c3cnccn3)CC2)CN1CCc1cccc(F)c1 (stereo unspecified),-4,-1,6,6,2,-1.0,-3,-16,-4

# Part of the list above in order of count of non-hydrogen atoms, descending.
SMILES,CXCR6 inh,CCR6 antagonist,Jurkat NFkB inh,Gli-Sufu antag,Mdm2 MdmX PPI,CHOP UPR activ,EBI2 antag,697 NFkB inh,XBP1 UPR activ
O=C1CCC(C(=O)N2CCN(c3cnccn3)CC2)CN1CCc1cccc(F)c1 (stereo unspecified),-4,-1,6,6,2,-1.0,-3,-16,-4
CC1CCN(C(=O)CNC(=O)CNS(=O)(=O)c2ccccc2)CC1,-8,4,-15,6,18,-0.5,-5,9,-5
COc1ccc(C(=O)OCC(=O)NC2CCCC2)c(OC)c1,-7,9,-23,-1,20,-0.8,-2,-12,1

# Other entries
SMILES,CXCR6 inh,CCR6 antagonist,Jurkat NFkB inh,Gli-Sufu antag,Mdm2 MdmX PPI,CHOP UPR activ,EBI2 antag,697 NFkB inh,XBP1 UPR activ
COc1cccc(CNc2ccc([N+](=O)[O-])cc2Cl)c1O,10,21,-17,1,-1,2.8,21,-23,1
Cc1cc(C=C(C#N)C#N)c(C)n1-c1ccccc1,-2,5,-16,-33,-41,5.1,7,-119,7
O=C(C/C(=N/O)c1ccccc1O)C(F)F,-2,0,14,-26,23,-2.4,-13,3,4
O=C(c1ccccc1)c1ccc(OCCCCN2CCCCC2)cc1,-8,7,-22,-2,4,-0.4,-15,-18,-3
CN1CCN(C(=O)C2CCCN(S(=O)(=O)c3ccc(Br)cc3)C2)CC1 (stereo unspecified),4,-1,-1,1,16,-2.4,4,-6,-3
COC(=O)c1cc(S(=O)(=O)N2CCCC2)c(Cl)cc1Cl,-3,4,6,-2,-11,-0.5,2,-5,-5
O=C(NCC(c1ccco1)N1CCCCC1)c1ccc(OCc2ccccc2)cc1 (stereo unspecified),6,-10,-8,0,22,-0.6,-3,7,-3
O=C(c1cccc(S(=O)(=O)N2CCc3ccccc32)c1)N1CCN(c2ccccn2)CC1,5,7,-60,20,85*,1.3,8,i,0
COc1ccccc1Oc1coc2c(CN3CCN(C)CC3)c(O)ccc2c1=O,-3,13,0,-7,3,0.0,-4,-3,2
CCOc1ccccc1N1CCN(C(=O)CCCN2C(=O)c3cccc4cccc(c34)C2=O)CC1,4,-2,-6,10,34,-2.1,-15,7,2
COc1cc(C(N)=O)cc(Cl)c1OCc1ccccc1,-5,9,-10,7,-11,8.2,-6,-20,3
O=C(NC(=S)Nc1ccc(CN2CCOCC2)cc1)c1ccc(-c2cccc(Cl)c2)o1,15,29,-2,3,11,-0.1,23,-13,2
CC(C)COc1cccc(C(=O)NC(=S)Nc2cccc(NC(=O)c3ccccc3Cl)c2)c1,6,15,10,-7,19,-1.1,7,-6,-4
COC(=O)Cn1c(N)[n+](Cc2ccccc2)c2ccccc21,6,10,-3,0,21,-0.2,-10,-2,1
C=C1CCC[C@]2(C)C[C@H]3OC(=O)C(CNC(C)CC)[C@H]3CC12 (stereo partly specified),-2,8,-8,11,1,0.9,3,5,0
COc1ccc(NC(=O)CSc2n[nH]c(N)n2)c([N+](=O)[O-])c1,-3,-3,9,0,21,1.9,-8,13,-2
Cc1cc(C)n2nc(CCc3ccccc3)nc2n1,5,2,9,-3,-8,1.4,-10,14,2
COc1ccc(NC(=O)c2nc(-n3nc(C)cc3C)ccc2Cl)cc1Cl,0,6,-8,-2,-5,-0.2,1,20,-3
CCOc1ccccc1N1CCN(CC(O)COc2ccc3c(C)cc(=O)oc3c2)CC1 (stereo unspecified),7,5,-4,11,16,0.0,-3,-24,-2
COc1ccc(S(=O)(=O)N2CCN(c3cnccn3)CC2)cc1,6,9,27,-1,13,0.8,-16,10,1
O=C(NCN1CCCCC1)c1cnccn1,-6,-24,12,1,-8,-2.3,-2,1,-4
CCOC(=O)c1nn(-c2c(C)n(C)n(-c3ccccc3)c2=O)cc1O,-6,12,16,6,8,-1.7,4,17,1
CC1(C)N=C2C(=[N+]1[O-])CCC/C2=N\O,-2,2,-6,3,4,0.9,-5,19,1
Cc1ccc(C2CN=NC23CCc2ccccc2C3=O)cc1 (stereo unspecified),-3,-4,-13,-25,-37,2.1,3,-23,5
C/C(=N\Nc1ccc2nncn2n1)c1ccc(Cl)s1,-2,13,-9,5,-5,-1.0,1,-4,2
CC(C)Nc1nc(Oc2cccc(Cl)c2Cl)cc(C(F)(F)F)n1,1,34,2,-13,27,-0.2,12,-6,-1
COc1ccccc1Nc1cc2cc(Br)ccc2c(=O)[nH]1,-16,-16,15,6,34,-0.8,-13,15,1
O=C(OC1CO[C@H]2O[C@@H]1[C@H](OC(=O)c1ccccc1)[C@H]2OC(=O)c1ccccc1)c1ccccc1 (stereo partly specified),3,12,-5,5,27,0.5,12,-14,-3
Cc1nc(-c2ccccc2)sc1C1(C)CC(c2ccc(OC(F)(F)F)cc2)=NO1 (stereo unspecified),-1,0,-7,4,-1,-0.4,3,11,3
COc1ccccc1C(=O)N/C(=C/c1ccco1)C(=O)Nc1ccc(C(=O)O)cc1,-12,10,12,-7,16,2.1,-5,11,-5
Cc1ccc(S(=O)(=O)N2CCN(C(=O)c3cc(S(=O)(=O)N4CCOCC4)ccc3Cl)CC2)c(C)c1,-3,-3,x,19,x,x,-8,x,x
Cc1cc(C)cc(NS(=O)(=O)c2ccc3[nH]c(=O)[nH]c3c2)c1,-6,0,-14,2,16,2.1,-3,12,3
CCCNC(=O)NS(=O)(=O)c1cnccc1Sc1ccc(Cl)c(Cl)c1,-2,-17,-8,0,27,-0.9,5,-9,1
Cc1ccc(N(CC(=O)NCc2ccccc2Cl)S(=O)(=O)c2c(C)noc2C)cc1,-5,15,10,-6,13,0.2,19,-6,0
CCC(=O)OCCNc1cc(Sc2nc3ccccc3[nH]2)c2nonc2c1[N+](=O)[O-],102*,117*,x,-6,x,x,33,x,x
CC(C)C[C@H](N)C(=O)N1CCC(C(=O)N[C@H](C(=O)NC(C)c2ccccc2)C(C)C)CC1 (stereo partly specified),-2,8,-6,-2,1,0.6,-1,6,-2
Cc1ccccc1C(=O)NC(=S)Nc1sc2c(c1C#N)CCCC2,16,24,-16,-11,8,1.8,9,-30,2

# The order is random; 5% or so of the library scored in one or more.
